# Source: PubChem BioAssay (National Center for Advancing Translational Sciences (NCATS))
# S3 lipid droplet – qHTS Assay for Lipid Storage Modulators in Drosophila S3 Cells; AID 2685, 2010; Potency in µM for hits, for the others lipid storage change, negative = inhibition, % at the top dose, mostly 46.1 µM; 320,000 tested, 0.64% active; Drosophila S3 cells, BODIPY lipid droplet fluorescence, 18-24 h; cells fed with added oleic acid; active means well fitted inhibition curve with a large enough effect in the signal ratio, with a control signal flat, not every such curve was filed as active; inconclusive means small, poorly fitted or top-dose-only effect, or effect the other way, or a change in a side signal; the % refers to the signal ratio
#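 Drosophila S3 cells loaded with oleic acid (400 uM, as added) and compounds at several concentrations; lipid droplets imaged by 488-nm laser-scanning cytometry, 500–530 nm intensity and object ratio to cell channel. Percent activity normalized to 20 uM Triacsin C.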
# S3 lipid droplet cell count max – also measured in S3 lipid droplet; calls as there; cell number change, %; measured here: cell count max response;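 cells counted by Cell Tracker Red CMTPX staining in the red channel; peak over a dose series mostly up to 46.1 µM; percent activity relative to internal control wells on each plate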
# Starred values were filed as active, the others as inactive; i = inactive; ? = inconclusive; nt = no result given. On the % scale 0 is the no-effect control and ±100 the full control effect; potency means the concentration at half of the fitted maximal effect. The list is partial; rates above refer to the full screens.
SMILES,S3 lipid droplet,S3 lipid droplet cell count max
CC1=C(C(=O)OCC2CCCO2)C(c2ccccc2Cl)NC(=O)N1 (stereo not drawn),12%,-3
CC(C)CCN1CC(C(=O)NC(C)C)CC1=O (stereo not drawn),2%,-5
CCOC(=O)CSc1nnc(CSc2nc3sc4c(c3c(=O)[nH]2)CCC4)n1C,?,nt
Cc1cc(NC(=O)CCC(=O)N(c2cccc(F)c2)C(C(=O)NC2CCCC2)c2ccc(C)o2)no1 (stereo not drawn),i,22
Cc1[nH]c(=O)c(C(=O)/C=C/c2ccccc2F)c2c1CCCC2,?,nt
CC(=O)NS(=O)(=O)c1ccc(NC(=O)c2ccc(NC(=O)c3cccs3)cc2)cc1,?,nt
CC(C)NC(=O)NC(=O)CSc1nnc(C(F)(F)F)n1C,?,nt
CCOC(=O)C1CCN(Cc2coc3c(Cl)cc(Cl)cc3c2=O)CC1,6%,12
Cc1c(C(=O)NN)nn(-c2ccc(F)cc2)c(=O)c1C#N,22%,-28
CC(=O)Nc1ccc(NC(=O)CSc2nnc(CC(C)O)n2-c2ccccc2)cc1 (stereo not drawn),?,nt
O=C(c1cccc(S(=O)(=O)Nc2ccccc2Cl)c1)N1CCN(C(=O)c2ccco2)CC1,?,nt
COc1ccc(C(C)=O)cc1CSc1nnc(C)s1,?,nt

# The final 5 compounds of the section before are carried over, then new ones follow:
SMILES,S3 lipid droplet,S3 lipid droplet cell count max
CCOC(=O)C1CCN(Cc2coc3c(Cl)cc(Cl)cc3c2=O)CC1,6%,12
Cc1c(C(=O)NN)nn(-c2ccc(F)cc2)c(=O)c1C#N,22%,-28
CC(=O)Nc1ccc(NC(=O)CSc2nnc(CC(C)O)n2-c2ccccc2)cc1 (stereo not drawn),?,nt
O=C(c1cccc(S(=O)(=O)Nc2ccccc2Cl)c1)N1CCN(C(=O)c2ccco2)CC1,?,nt
COc1ccc(C(C)=O)cc1CSc1nnc(C)s1,?,nt
C/C(=N\NC(=O)c1nnn(-c2nonc2N)c1CN(C)c1ccccc1)c1ccccn1,i,-22
COc1ccc(CNC(=O)CSc2nc3ccccc3n2C(C)=O)cc1,?,nt
Cc1cc(=O)oc2cc(Nc3ccccc3)ccc12,-6%,-7
O=C1CCCC2=C1C(c1cccs1)n1nc(SCc3ccc(C(=O)O)cc3)nc1N2 (stereo not drawn),-14%,-12
CC(O)CNc1nc2c(c(=O)n(Cc3ccc(Cl)cc3)c(=O)n2C)n1C (stereo not drawn),?,nt
COc1cc(S(=O)(=O)N2CCC(O)(c3cccc(C(F)(F)F)c3)CC2)ccc1-n1cnnn1,?,nt
O=C(NCc1ccco1)c1ccc(Cl)cc1[N+](=O)[O-],-1%,-7
COc1cccc(-c2nn(-c3ccccc3)cc2C(=O)n2nnc3ccccc32)c1,?,nt
N#C/C(=C\C=C\c1ccccc1)C(=O)NCc1cccnc1,1%,-9
COc1ccc(-n2c3c(cc(C(=O)NCc4ccco4)c2=O)C(=O)CC(C)(C)C3)cc1,3%,21
O=C1CSC(=Nc2ccc(Cl)cc2)N1Cc1ccco1,11%,9
Cn1c(=O)c2c(O)c(C=NCc3ccccc3)c(=O)n(C)c2n(C)c1=O,-4%,13
CCC(=O)NCCCCNC(=O)CC,?,nt
CC1CCc2sc(C(=O)NCC(c3ccco3)N3CCCCC3)cc2C1 (stereo not drawn),?,nt
Cc1cc(=O)n2nc(N3CCCC(C(=O)NCc4cccc(Br)c4)C3)sc2n1 (stereo not drawn),i,nt
Cc1ccccc1C(=O)NNC(=O)CCc1ccccc1,?,nt
CCCNC(=O)CCn1c(=S)oc2ccccc21,0%,17
CCNC(=S)NNC(=O)c1cc(-c2cccc(OC)c2)nc2ccccc12,?,nt
CCc1c(O)nc(SCC(=O)Nc2nc3ccccc3s2)n(-c2ccc(C)cc2)c1=O,?,nt
COc1ccc(C(=O)OCc2c(C)noc2C)cc1,?,nt
Cc1ccc(NC2CCCN(C(=O)c3ccc(-n4ccnc4)cc3)C2)cc1C (stereo not drawn),48%,13
CCOC(=O)c1cnc2c(cnn2C)c1NCCC(O)C(F)(F)F (stereo not drawn),-5%,nt
CN1CCN(CC(=O)NC2CCCCC2)CC1,?,nt
Cc1nnc(SCC(=O)NNC(=O)c2ccco2)n1-c1cccc(Cl)c1,?,nt
COC(=O)CCCC(=O)N1CCCC(N(C)CCc2ccccc2)C1 (stereo not drawn),-3%,-1
CCCCn1c2c(c(=N)c3c1CCC3)CCC2,20%,1
CCCS(=O)(=O)c1nc(S(=O)(=O)c2ccc(C)cc2)c(NCc2ccco2)s1,8%,4
CC1CN(CCOCCSc2ccc(Cl)cc2)CC(C)O1 (stereo not drawn),?,nt
COC(=O)COc1ccc(S(=O)(=O)N2CCCCCC2)cc1,9%,20
Cc1cc(C(=O)NCC2CCCO2)sc1C (stereo not drawn),?,nt
CCOC(=O)c1c(NC(=O)/C=C/c2ccc3c(c2)OCO3)sc(C)c1C,?,nt
CC(C)(C)NC(=O)[C@]1(C)CCC[C@@]2(C)C3CC[C@@]4(C)C[C@]3(CCC21)CC4=O (stereo partly drawn),?,nt
COc1ccc(S(=O)(=O)N2CCCCCC2)cc1N(C)S(=O)(=O)c1ccccc1,-13%,1
CC(NC(=S)Nc1ccc(S(=O)(=O)N2CCOCC2)cc1)C1CC2CCC1C2 (stereo not drawn),?,nt
O=[N+]([O-])c1cc([N+](=O)[O-])c(Oc2ccc(Cl)c3cccnc23)cc1NN1CCCCC1,?,nt
CCOC(=O)COc1cccc2c(=O)n(CC(=O)N3CCN(C(=O)OCC)CC3)ccc12,6%,-7
Cn1cnnc1SCC(=O)N1N=C2/C(=C/c3ccco3)CCCC2C1c1ccco1 (stereo not drawn),?,nt
O=C(Nc1cccc(-n2cccn2)c1)C1CCCN(Cc2cc3ccccc3[nH]2)C1 (stereo not drawn),-7%,-5
CC(=O)Oc1ccccc1N(C(C)=O)S(=O)(=O)c1ccc(C)cc1,6%,-9
CSc1ncc(Cl)c(C(=O)Nc2ccc(S(=O)(=O)N3CCOCC3)cc2)n1,?,nt
CCC(=O)c1ccc(OC(=O)Cc2ccc(OC)cc2)cc1,?,nt
COc1ccc2[nH]c3c(=O)n(CCCCC(=O)N4CCC(C(N)=O)CC4)c(=S)[nH]c3c2c1,2%,6
O=C(CCn1cnnn1)N1CCCC(Nc2ccc(F)c(F)c2)C1 (stereo not drawn),?,nt
CC(C)OC(=O)c1cccc(C(=O)OCc2ccco2)n1,-10%,-18
Cc1onc(-c2ccccc2)c1C(=O)OCC(=O)N(CC(C)C)c1c(N)n(Cc2ccccc2)c(=O)[nH]c1=O,?,nt
COc1ccc(/C=C2\SC(=N)N(c3nccs3)C2=O)cc1OC,-20%,-14
C/C(CC(=O)Nc1ccc2c(c1)OCCO2)=N\NC(=O)C(=O)Nc1ccccc1C,6%,0
Cc1cc(C)c2c(N)c(C(=O)Nc3ncc(C)s3)sc2n1,2%,-1
N#Cc1ccc(C(=O)OCCCc2cc3ccccc3c(=O)o2)cc1,10%,18
O=C(COc1cccnc1[N+](=O)[O-])Nc1ccccc1Sc1ccccc1,2%,-1
CCc1ccc(Cc2cnc(NC(=O)C3=NCCN3)s2)cc1,13%,21
Cc1ccccc1CSCC(=O)c1c(N)n(CC(C)C)c(=O)n(C)c1=O,?,nt
CC(OC(=O)c1ccc(NS(=O)(=O)c2ccc3[nH]c(=O)[nH]c3c2)cc1)C(=O)Nc1cccc(Cl)c1Cl (stereo not drawn),?,nt
CCOC(=O)c1ccc(/C=C2/C=C(c3ccccc3)N(c3ccc(Cl)c(C(=O)O)c3)C2=O)cc1,?,nt
COC(=O)[C@@H]1CC[C@H](C)[C@@H](c2ccc(C)cc2)N1C(=O)c1ccc(/C=N/OCC[C@@H]2C=C[C@H](OC(C)=O)[C@@H](COC(C)=O)O2)cc1,?,nt
Cn1cnnc1Sc1ccc(C(F)(F)F)cc1[N+](=O)[O-],6%,20
CCOC(=O)c1sc2ncn(/N=C/c3ccc(O)cc3)c(=O)c2c1C,?,nt
CCS(=O)(=O)C(=C1Nc2ccccc2N1)S(=O)(=O)CC,0%,-10
O=S(=O)(c1ccccc1)N(Cc1ccccc1)c1ccccn1,i,24
Nc1ccc(S(=O)(=O)Nc2ccc(C(=O)c3ccccc3)cc2)cc1,-24%,nt

# Fetched one by one from the list above:
SMILES,S3 lipid droplet,S3 lipid droplet cell count max
O=S(=O)(c1ccccc1)N(Cc1ccccc1)c1ccccn1,i,24
Cn1cnnc1Sc1ccc(C(F)(F)F)cc1[N+](=O)[O-],6%,20
CC(OC(=O)c1ccc(NS(=O)(=O)c2ccc3[nH]c(=O)[nH]c3c2)cc1)C(=O)Nc1cccc(Cl)c1Cl (stereo not drawn),?,nt
CCOC(=O)c1ccc(/C=C2/C=C(c3ccccc3)N(c3ccc(Cl)c(C(=O)O)c3)C2=O)cc1,?,nt
Nc1ccc(S(=O)(=O)Nc2ccc(C(=O)c3ccccc3)cc2)cc1,-24%,nt
CCOC(=O)c1sc2ncn(/N=C/c3ccc(O)cc3)c(=O)c2c1C,?,nt
COC(=O)[C@@H]1CC[C@H](C)[C@@H](c2ccc(C)cc2)N1C(=O)c1ccc(/C=N/OCC[C@@H]2C=C[C@H](OC(C)=O)[C@@H](COC(C)=O)O2)cc1,?,nt

# 5 entries from above, tab-delimited.
Molecule	S3 lipid droplet	S3 lipid droplet cell count max
Cn1cnnc1Sc1ccc(C(F)(F)F)cc1[N+](=O)[O-]	6%	20
CCOC(=O)c1sc2ncn(/N=C/c3ccc(O)cc3)c(=O)c2c1C	?	nt
CCS(=O)(=O)C(=C1Nc2ccccc2N1)S(=O)(=O)CC	0%	-10
O=S(=O)(c1ccccc1)N(Cc1ccccc1)c1ccccn1	i	24
Nc1ccc(S(=O)(=O)Nc2ccc(C(=O)c3ccccc3)cc2)cc1	-24%	nt

# Going on with the list:
SMILES,S3 lipid droplet,S3 lipid droplet cell count max
CN(C)Cc1nnnn1-c1cccc(-n2nnnc2CN(C)C)c1,-2%,14
Cc1ccc(NC(=O)CCSCCc2ccccn2)cc1,0%,9
COc1ccc(N2CCN(C(=O)c3ccc(CNS(=O)(=O)c4cccc(OC)c4)cc3)CC2)cc1,?,nt
CCCCCCC(=O)N/N=C/c1ccc(Br)cc1,?,nt
Cc1nc2ccc([N+](=O)[O-])cc2c(=O)n1Cc1cccc(Br)c1,6%,6
CC1=NN(C(C#N)c2ccc([N+](=O)[O-])cc2)C(C)(C)C1 (stereo not drawn),1%,1
O=C(Nc1cccc(NC(=O)c2ccccc2Cl)c1)c1cccs1,?,nt
Cc1ccc(N2CC(NC(=O)C3CC3)CC2=O)cc1 (stereo not drawn),9%,10
CCC(=O)N1CCN(c2ccc(OC)cc2[N+](=O)[O-])CC1,i,nt
O=[N+]([O-])c1ccc(C(=Nc2cccc3ccccc23)N2CCOCC2)cc1,-15%,-2
C#CCOCCOCCOCCNc1nc(N2CCN(C(=O)[C@H]([C@@H](C)CC)n3cc([C@@H](N)CO)nn3)CC2)nc(N2CCN(C(=O)[C@H](Cc3ccc(O)cc3)n3cc([C@@H](N)C(C)CC)nn3)CC2)n1 (stereo partly drawn),-6%,7
CCOCCOC(=O)c1[nH]c2c(c1C)C(=O)CC(c1ccc(N(C)C)cc1)C2 (stereo not drawn),?,nt
COc1ccc(OCC(O)CN2CCCCC2)cc1 (stereo not drawn),?,nt
O=C(NCC(=O)N(Cc1ccco1)C(C(=O)NC1CCCCC1)c1cccnc1)c1ccco1 (stereo not drawn),?,nt
O=C(Nc1ccccc1N1CCN(c2ccccc2)CC1)c1ccccc1F,4%,17
CCN(CC)c1ccc2c(C)cc(=O)oc2c1,-6%,16
CCN(c1ccccc1)S(=O)(=O)c1nnc(NC(=O)c2ccco2)s1,-19%,16
CN1CCN(S(=O)(=O)c2ccc(NC(=O)Cc3ccc([N+](=O)[O-])cc3)cc2)CC1,-26%,20
COC(=O)CNC(=O)CSc1nc2c(sc(=S)n2-c2ccccc2)c(=O)[nH]1,?,nt
COC(=O)COC(=O)c1ccccc1NC(=O)c1ccccc1,?,nt
O=C(CCn1cnnn1)N1CCCC(Nc2ccc(F)cc2)C1 (stereo not drawn),?,nt
Cc1ccc(NC(=S)N(Cc2ccc(Br)cc2)Cc2ccc(C(=O)O)cc2)cc1C,?,nt
CC(=O)NS(=O)(=O)c1cccnc1Nc1cccc(Cl)c1,-27%,-14
Cc1ccccc1-n1nc(C)c2cc(C(=O)N3CCOCC3)sc21,1%,5
COc1ccccc1/C=N/NC(=O)C1=NNC(c2ccccc2)(c2ccccc2)C1,12%,12
Cc1ccc(NC(=O)CN2C(=O)S/C(=C\c3cc(C)n(C)c3C)C2=O)cc1,-18%,3
CCCOc1ccc(N2C(=O)CC(N3CCN(C(=O)c4ccco4)CC3)C2=O)cc1 (stereo not drawn),i,nt
CN(CC(=O)Nc1cccc([N+](=O)[O-])c1)S(=O)(=O)c1ccccc1,3%,18
O=C(CNC(=S)NC(=O)C1CCCCC1)c1ccccc1,?,nt
O=C(O)CC(NC(=O)CC(c1ccccc1)c1ccccc1)c1cccc([N+](=O)[O-])c1 (stereo not drawn),?,nt
CN1C(=O)N(CC(=O)Nc2nccs2)C(=O)C12CCCCC2,?,nt
Cc1ccc(CN(C)S(=O)(=O)c2c(C)noc2/C=C/N(C)C)cc1,i,20
O=C(COC(=O)/C=C/c1cccc([N+](=O)[O-])c1)NCCCN1CCCC1=O,?,nt
Cc1cc(-c2ccc(C(C)C)c(S(=O)(=O)N3CCN(c4ccccn4)CC3)c2)on1,?,nt
COc1ccc2oc3ccc(OC)cc3c(=O)c2c1,-3%,2
O=C(NC1CCCC1)c1cccc(Oc2ccccc2)c1,?,nt
Cc1ccc(C(=O)N2CCN(c3ccccc3Cl)CC2)cc1[N+](=O)[O-],?,nt
